S1P2 agonist – S1P2 (human) receptor agonism; S1P2-expressing cell line, agonist reporter read-out; O95136; AID 729; 97,000 tested, 0.46% active; activation, % at 4.5 µM; in the data active = activation above about 16%;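 note: 0% = vehicle low control and 100% = maximal reference agonist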
Target sequence (O95136 whole entry, looked up): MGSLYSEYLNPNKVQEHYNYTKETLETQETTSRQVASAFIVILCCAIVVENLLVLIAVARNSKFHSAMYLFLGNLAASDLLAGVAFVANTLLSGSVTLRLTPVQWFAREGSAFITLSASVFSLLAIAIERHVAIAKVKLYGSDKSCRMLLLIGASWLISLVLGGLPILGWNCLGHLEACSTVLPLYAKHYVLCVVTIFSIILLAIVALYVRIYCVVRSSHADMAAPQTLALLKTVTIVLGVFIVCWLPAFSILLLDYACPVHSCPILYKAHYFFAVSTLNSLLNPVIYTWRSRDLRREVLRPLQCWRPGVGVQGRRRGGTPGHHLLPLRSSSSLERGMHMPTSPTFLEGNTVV
S1P2 antag – antagonists of human S1P2 receptor; O95136; cell-based S1P2 antagonist assay, inhibition at 5 uM; inhibition, % at 5 µM; 97,000 tested, 0.21% active; AID 736; in the data active = inhibition above about 45%;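 note: CRE beta-lactamase reporter cells expressing human S1P2 stimulated with S1P; 0% = agonist at EC80 alone and 100% = agonist plus reference antagonist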
PostGolgi ctrl – growth of the yeast control strain, post-Golgi counter-screen; efflux-deficient yeast background strain, growth absorbance A615, 16 h; inhibition, % at 10 µM; 98,000 tested, 5% active; AID 738
H69AR inhibit – blocks growth of human H69AR lung tumor cells; H69AR lung tumor viability, ATP luminescence, 72 h; hits give low values; viability, % at 10 µM; 85,000 tested, 6% active;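 active = viability at or below 40%; inactive = viability above 40%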;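 note: multidrug resistant small cell line overexpressing MRP-1 efflux transporter; 100% = mean luminescence of untreated control wells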
PostGolgi yeast – growth inhibition of a yeast mutant, post-Golgi transport screen; post-Golgi transport phenotypic cell assay; 98,000 tested, 0.9% active; AID 739; inhibition, % at 10 µM;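 note: yeast cells grown in 1536-well plates; yeast grown about 18 h at 30C before absorbance read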
Fibroblast inh – blocks proliferation of human lung fibroblasts; LL 47 human lung fibroblast viability, ATP luminescence; hits give low values; viability, % at 10 µM; 85,000 tested, 1.1% active; AID 719;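 active = viability at or below 50% in the single dose screen; inactive = viability above 50%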;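 note: compound exposure lasted 72 h before the ATP readout; 100% = median luminescence of untreated cell-only wells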
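Benchmarks: Cell-only wells, no compound | Test system: LL 47 human lung fibroblasts, passage 12 or lower | Input: 1,150 cells/well | Measured by: CellTiter-Glo luminescence measuring cellular ATP | Medium: IMEM, 15% FBS supplement | Schedule: Overnight attachment after seeding, then 72 h compound exposure at 37 °C | Doses: Compound addition at 0.1% DMSO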
E coli WT exp – E. coli BW25113 growth inhibition, expanded screen | OD600 absorbance | growth inhibition, % at 100 µM | 98,000 tested, 0.15% active | AID 710;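 active = growth inhibition above about 50% at one test dose, limit read from the data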;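 note: growth measured after 20 h incubation at 37 °C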
DAT uptake mod – human DAT dopamine uptake with cocaine, either direction | Q01959 | LLC-PK1 hDAT cells, [14C]-dopamine uptake with cocaine IC80; actives deviate in either direction | B-score at 10 µM | 110,000 tested, 1.3% active | AID 449768;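 active = Z score or B-score, a plate-position-corrected score, falls beyond the plate's 99.7% confidence bounds, in either direction; inactive = both scores lie inside the 99.7% bounds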;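 note: scored against the spread of the other compound wells on the same plate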
Target sequence (Q01959 whole entry, looked up): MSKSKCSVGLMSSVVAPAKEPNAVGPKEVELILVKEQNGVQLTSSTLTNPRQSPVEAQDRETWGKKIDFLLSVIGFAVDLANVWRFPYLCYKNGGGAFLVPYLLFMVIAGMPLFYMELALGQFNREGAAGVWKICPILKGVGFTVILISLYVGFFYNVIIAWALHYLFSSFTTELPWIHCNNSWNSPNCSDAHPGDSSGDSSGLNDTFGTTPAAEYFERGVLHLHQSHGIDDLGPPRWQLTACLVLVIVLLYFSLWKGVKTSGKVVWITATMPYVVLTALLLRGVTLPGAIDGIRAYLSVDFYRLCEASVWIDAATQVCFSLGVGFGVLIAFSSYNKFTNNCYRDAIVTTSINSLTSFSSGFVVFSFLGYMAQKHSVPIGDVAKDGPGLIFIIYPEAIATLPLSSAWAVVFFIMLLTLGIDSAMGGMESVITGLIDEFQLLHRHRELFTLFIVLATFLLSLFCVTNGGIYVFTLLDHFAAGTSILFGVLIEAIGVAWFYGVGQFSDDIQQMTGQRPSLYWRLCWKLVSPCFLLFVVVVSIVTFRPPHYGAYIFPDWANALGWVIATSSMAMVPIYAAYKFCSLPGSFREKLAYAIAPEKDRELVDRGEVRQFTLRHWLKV
HUVEC prolif 384 – inhibitors of human endothelial cell proliferation; HUVEC proliferation, CellTiter-Glo luminescence, 72 h; hits give low values; 86,000 tested, 1.1% active; viability, % at 10 µM (by protocol); AID 648;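 active = viability at or below 30%; inactive = viability above 30%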;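 note: 100% = median luminescence of DMSO-only cell control wells on each plate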
Active calls of the source: *; / = no result given; & = joins results of further samples. Cut-off read from the data, not from the text of the source, unless noted: active = inhibition above about 30%; inactive = the rest.

SMILES | S1P2 agonist | S1P2 antag | PostGolgi ctrl | H69AR inhibit | PostGolgi yeast | Fibroblast inh | E coli WT exp | DAT uptake mod | HUVEC prolif 384
O=C(NC(=O)N1CCN(c2cccc(Cl)c2)CC1)c1ccccc1 | -4 | 0 | 0 | 92 | 5 | 96 | -10 | 0.31 | 66
COc1ccc(-c2nc3ccccc3n2Cc2ccccc2)cc1 | 1 | -25 | 55* | 80 | 20 | 80 | -1 | 0.67 | 88
CC1CCN(c2cc(N3CCOCC3)c(F)cc2[N+](=O)[O-])CC1 | 2 | 2 | 23 | / | 0 | / | -2 | -2 | /
CCN=C1SCC(=O)N1c1ccc(OC)cc1 | -3 | -9 | -3 | 95 | 18 | 98 | 2 | -1.1 | 102
COC(=O)Cc1ccc(NC(=S)NCCCO)cc1 | -3 | -4 | 1 | / | 12 | / | 4 | 0.0082 | /
CC(C)CCNC(=O)NC(=O)CSc1nnc2ccccn12 | -7 | 15 | 3 | 96 | -10 | 98 | -5 | 0.12 | 95
N#C/C(=C\c1ccc(Cl)cc1Cl)c1n[nH]c(Cn2cncn2)n1 | 0 | -54 | 11 | 90 | 2 | 106 | -6 | -1.2 | 88
COc1ccnc(NCc2ccc(Cl)cc2)c1C#N | -3 | 2 | 13 | / | 7 | / | -8 | 0.6 | /
CCCc1oc(C(=O)O)cc1CN1CCOCC1 | -6 | 23 | -1 | / | -12 | / | 3 | 0.27 | /
C#CCOC(=O)c1ccccc1C(=O)N(CC)CC | -5 | 2 | 5 | 93 | -1 | 100 | -1 | 0.0054 | 95
COc1ccc(OCC(=O)Nc2ccc3c(c2)nc(CCN2CCOCC2)n3C)cc1 | -9 | -2 | 8 | 77 | 9 | 100 | 4 | -0.046 | 99
Cc1csc(OCc2ccc(C#N)cc2)n1 | -3 | -10 | 6 | 93 | -11 | 92 | 0 | -0.26 | 91
CC(C)C(=O)N1CCN(c2ccccc2NC(=O)Cc2ccc(Cl)cc2)CC1 | -1 | -22 | 16 | 84 | 6 | 85 | -3 | -0.43 | 94
CCOC(=O)c1sc(-c2ccc(F)cc2)cc1N | -4 | 4 | 8 | / | 7 | / | 0 | 0.23 | /
Cc1cccc(OCCCC(=O)O)c1C | 1 | 13 | 12 | 105 | -2 | 111 | -5 | 0.56 | 94
Cc1nnc(Sc2c(-c3ccccc3)c3ccc(Cl)cc3[nH]c2=O)s1 | -3 | 13 | 8 | 84 | -29 | 93 | 4 | -0.45 | 96
O=C(NCCCN1CCOCC1)c1cc(-c2ccc(O)cc2)on1 | -5 | -4 | 1 | 94 | -6 | 93 | 6 | 0.38 | 92
O=S(=O)(Cc1ccccc1)N1CCC(N2CCN(c3ccccc3)CC2)CC1 | / | / | / | 93 | / | 94 | / | -0.77 | 93
CCCC(=O)N1CCN(c2ccc(NC(=O)c3ccccc3)cc2)CC1 | -10 | 13 | 11 | 70 | -1 | 98 | 21 | 1.7 | 97
Cc1ccc2ccc(S(=O)(=O)n3nc(C)cc3C)cc2c1 | -6 | 8 | 16 | 52 | -8 | 95 | 6 | -0.87 | 94
COc1ccc(C(=O)N2CCCC(c3nc(-c4ccc(OC)c(OC)c4)no3)C2)c(OC)c1 (configuration not stated) | -3 | 0 | 9 | 79 | 10 | 105 | 11 | -0.015 | 92
Cn1c(=O)oc2cc(S(=O)(=O)N3CCC(C(=O)N4CCc5ccccc5C4)CC3)ccc21 | -5 | 5 | -1 | 85 | -2 | 111 | 3 | / | 105
CCOC(=O)c1c(C)c(C#N)c2c3ccccc3ccn12 | -3 | -23 | 8 | / | -2 | / | -12 | -1 | /
COc1ccc(-c2noc(CSc3nnc(CCc4ccccc4)n3-c3ccccc3)n2)cc1OC | -4 | -1 | 21 | 47 | 19 | 97 | -17 | 2.4 | 88
O=C1C(Oc2ccccc2)C(c2cccs2)N1Cc1ccc2c(c1)OCO2 (configuration not stated) | -1 | -22 | 29 | / | 4 | / | -9 | -0.23 | /
O=S(=O)(Nc1ccc(C(F)(F)F)cc1)c1cnc[nH]1 | / | / | -8 | 99 | 6 | 114 | 13 | -0.66 | 99
c1ccc2[nH]c(-c3ccnc4ccccc34)nc2c1 | 1 | -28 | 11&6 | 48&56 | 3&4 | 104&100 | 0&7 | 0.5&0.13 | 94&85
Cc1ccc(Sc2c([N+](=O)[O-])ncn2C)cc1 | -6 | 16 | 8 | / | 13 | / | 20 | -1.4 | /
CCn1ncc(CN2CCN(C(=O)Nc3ccccc3C(=O)OC)CC2)c1C | -7 | 3 | -3 | 91 | 7 | 95 | 3 | 0.71 | 98
CC1(C)CC(=O)C=C(NCCCN2CCCC2=O)C1 | -7 | 4 | / | 86 | / | 99 | / | -0.65 | 94
OC1C[N+]2(CCCCC2)C1 | -4 | 8 | -4 | 102 | -54 | 95 | 7 | -0.77 | 96
COCc1cc(C)[nH]c(=O)c1C#N | -5 | 23 | 1 | 94 | 9 | 96 | -6 | -0.16 | 96
CC1CCc2nc(NC(=O)Cc3cccs3)sc2C1 (configuration not stated) | -1 | -22 | 13 | 97 | -13 | 98 | 1 | 0.31 | 91
COC(=O)C(Cc1cncn1COCc1ccccc1)NC(=O)OC(C)(C)C (configuration not stated) | -9 | -15 | 5 | 104 | -9 | 102 | 7 | -0.49 | 100
CCCSc1nsc(SCCC)c1C#N | -1 | -11 | 27 | 94 | 0 | 94 | 2 | 0.02 | 90
CCOc1ccc(NC(=O)c2cccs2)c([N+](=O)[O-])c1 | -4 | 4 | 3 | / | 0 | / | -2 | / | /
O=C(COc1ccc(S(=O)(=O)NC2CCCCC2)cc1Cl)NCc1ccc2c(c1)OCO2 | -1 | -3 | 17 | 99 | -2 | 107 | 2 | 0.93 | 80
NS(=O)(=O)c1ccc(CCNc2nc(CN3CCCCC3)nc3sc4c(c23)CCC4)cc1 | -4 | 8 | 16 | 45 | -2 | 83 | -3 | 1.2 | 69
Cn1c(N)c(C#N)c2c(c1=S)CSC(C)(C)C2 | -5 | 11 | -9 | 95 | 2 | 100 | 5 | -7.8* | 108
CCCCSc1nnc(-c2c[nH]c3ccccc23)n1C | -4 | 8 | 22 | 83 | 10 | 106 | -2 | 0.05 | 100
CCCCN(CC)CCCNC(=O)CS(=O)(=O)Cc1nc(-c2cccc(OC)c2)oc1C | -6 | -13 | 1 | 88 | -2 | 101 | 3 | 0.0015 | 102
O=C(NCCO)c1nc(NCCO)c2ccccc2n1 | -3 | -3 | 2 | 96 | -8 | 97 | 3 | -0.06 | 93
CC1Cc2ccccc2N1C(=O)C12CCC(C)(C(=O)C1)C2(C)C (configuration not stated) | -4 | 5 | 19 | 82 | 3 | 96 | -1 | -0.012 | 101
COc1ccc(N(C(=O)Cc2cccs2)C(C(=O)NC2CCCCC2)c2cccn2C)cc1OC (configuration not stated) | -10 | -22 | / | 76 | / | 95 | / | 0.21 | 92
Nc1nc(NC(=O)Cc2ccccc2)nn1-c1ccccc1 | / | / | 1 | 84 | 0 | 100 | 2 | 0.95 | 88

3 structures out of the list, ordered by length of the SMILES, smallest number first:
SMILES | S1P2 agonist | S1P2 antag | PostGolgi ctrl | H69AR inhibit | PostGolgi yeast | Fibroblast inh | E coli WT exp | DAT uptake mod | HUVEC prolif 384
C#CCOC(=O)c1ccccc1C(=O)N(CC)CC | -5 | 2 | 5 | 93 | -1 | 100 | -1 | 0.0054 | 95
CC(C)CCNC(=O)NC(=O)CSc1nnc2ccccn12 | -7 | 15 | 3 | 96 | -10 | 98 | -5 | 0.12 | 95
NS(=O)(=O)c1ccc(CCNc2nc(CN3CCCCC3)nc3sc4c(c23)CCC4)cc1 | -4 | 8 | 16 | 45 | -2 | 83 | -3 | 1.2 | 69

Remaining list, next part
SMILES | S1P2 agonist | S1P2 antag | PostGolgi ctrl | H69AR inhibit | PostGolgi yeast | Fibroblast inh | E coli WT exp | DAT uptake mod | HUVEC prolif 384
COc1ccccc1NC(=O)NCCCl | -3 | -6 | / | 98 | / | 97 | / | -2.4* | 98
Cc1ccnc(SCC(=O)O)n1 | -4 | -6 | 5 | 101 | 16 | 105 | 1 | -0.99 | 90
O=C(CCS(=O)(=O)c1ccc(Br)cc1)NC1CCCC1 | 2 | 4 | 1 | 96 | 5 | 100 | 2 | -1.2 | 107
CCOCCCN(CCC#N)S(=O)(=O)c1ccc(S(=O)(=O)N2CCCC2)cc1 | -5 | 6 | -9 | 92 | -12 | 97 | 5 | -0.7 | 104
CCN(CC)CCNS(=O)(=O)c1ccc2[nH]cc(C(=O)O)c(=O)c2c1 | -7 | 13 | 2 | / | -4 | / | 4 | -1.4 | /
CN(Cc1ccccc1)c1nc2c(c(=O)[nH]c(=O)n2C)n1CCOc1ccccc1 | 0 | 0 | 29 | 81 | -8 | 90 | 2 | -0.54 | 85
Cc1ccc(C(=O)Nc2ccc(Cl)cn2)cc1 | -6 | 0 | 1 | 24* | -6 | 79 | -3 | 0.074 | 63
O=C(O)c1cccc(NC(=O)c2ccc3c(c2)C(=O)N(CC2CCCO2)C3=O)c1 (configuration not stated) | -5 | -3 | 8 | 94 | 3 | 94 | -3 | 0.21 | 94
COc1ccc(/C=C2\CCc3ccccc3C2=O)cc1Cn1cccn1 | -1 | -27 | 19 | / | 21 | / | -19 | 1.2 | /
COc1cc2c(N3CCOCC3)cc(O)c(CC(=O)Nc3ccccc3)c2cc1OC | -7 | 2 | 5 | 82 | -11 | 48* | -2 | 1.6 | 86
O=C(CCCCCN1C(=O)CCC1=O)Nc1ccc(Br)cc1F | -3 | 13 | 6 | 100 | -5 | 100 | 5 | 1.3 | 98
Oc1ccc(NCc2ccccc2OCc2ccccc2F)cc1 | -5 | -13 | 9 | / | 0 | / | 10 | 0.24 | /
CCC(=O)NC(c1ccc([N+](=O)[O-])cc1)c1c(O)ccc2ccccc12 (configuration not stated) | -7 | 9 | 3 | / | -10 | / | -5 | -0.46 | /
COC(=O)Nc1ccc2c(c1)N(C(=O)CCN1CCOCC1)c1ccccc1S2 | -4 | -1 | 8 | 98 | 6 | 95 | 8 | 0.3 | 93
COC(=O)CNc1ccc2c(c1)OCO2 | -10 | -16 | / | 94 | / | 109 | / | -0.099 | 85
C[n+]1c2n(c3ccccc31)N=C(c1ccccc1)CS2 | -1 | 16 | 2 | / | -2 | / | 8 | -1.5 | /
O=C(O)c1c(Cl)c(Cl)c(Cl)c(Cl)c1C(=O)N1CCOCC1 | -2 | -10 | 8 | 86 | 12 | 86 | -1 | -0.17 | 85
COC(=O)CSc1nsc(SCC(=O)OC)n1 | -5 | 10 | 17 | 100 | -5 | / | 1 | 0.6 | 103
CC(=O)OCn1nnc2ccccc2c1=O | 3 | -14 | / | 84 | / | 108 | / | -1.2 | 86
CCN(CC)C(=O)CN(c1cc2c(cc1OC)oc1ccccc12)S(=O)(=O)c1ccc(C)cc1 | 0 | -5 | 15 | / | 6 | / | -11 | -0.01 | /
CCOc1ccc(C=NC23CN4CN(CN(C4)C2)C3)cc1 | -3 | 11 | 18 | / | 3 | / | 5 | 0.79 | /
Cc1cccc(-c2nc(CS(=O)CC(=O)NCc3cccs3)c(C)o2)c1 (configuration not stated) | -3 | 11 | 3 | 89 | -8 | 100 | 4 | -0.19 | 97
Cn1c(=O)cc(SCC(=O)NCCCN2CCOCC2)c2ccc(Cl)cc21 | -4 | 20 | 0 | 91 | 2 | 99 | 5 | 1.2 | 99
O=C(c1ccccc1)N(Cc1ccccc1)c1ccccn1 | -2 | 2 | -7 | 53 | 4 | / | -6 | -0.6 | 100
O=C(CN1C(=O)NC2(CCCC2)C1=O)Nc1nc(-c2ccc(F)cc2)cs1 | -7 | 40 | -2 | 80 | -1 | 94 | -7 | -0.045 | 84
CC(=O)c1cc(Cc2csc(C(C)=O)c2)cs1 | -4 | -3 | / | 88 | / | 94 | / | 0.19 | 90
CN(C)c1cccc2c(S(=O)(=O)N3CCOCC3)cccc12 | -2 | -21 | -4 | 88 | 18 | 96 | 3 | 0.39 | 96
O=C(O)c1cc2n(n1)C(C(F)(F)F)CC(c1ccco1)N2 (configuration not stated) | 0 | -19 | 2 | 105 | -1 | 104 | -4 | -0.21 | 95

Screening results from PubChem BioAssay.

Random draw from the library; overall some 11% were active at least once.
